Screens (PubChem BioAssay)
eLon inh = E. coli protease La inhibition; actives 0.42% (n = 360,000); P0A9M0; inhibition, % at 7.94 µM; purified E. coli Lon protease, fluorescence polarization; in the data active = inhibition above about 13%, passing the limit was not always enough;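 also: 0% = enzyme with probe and DMSO and 100% = no enzyme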
Target sequence (P0A9M0 whole entry, looked up): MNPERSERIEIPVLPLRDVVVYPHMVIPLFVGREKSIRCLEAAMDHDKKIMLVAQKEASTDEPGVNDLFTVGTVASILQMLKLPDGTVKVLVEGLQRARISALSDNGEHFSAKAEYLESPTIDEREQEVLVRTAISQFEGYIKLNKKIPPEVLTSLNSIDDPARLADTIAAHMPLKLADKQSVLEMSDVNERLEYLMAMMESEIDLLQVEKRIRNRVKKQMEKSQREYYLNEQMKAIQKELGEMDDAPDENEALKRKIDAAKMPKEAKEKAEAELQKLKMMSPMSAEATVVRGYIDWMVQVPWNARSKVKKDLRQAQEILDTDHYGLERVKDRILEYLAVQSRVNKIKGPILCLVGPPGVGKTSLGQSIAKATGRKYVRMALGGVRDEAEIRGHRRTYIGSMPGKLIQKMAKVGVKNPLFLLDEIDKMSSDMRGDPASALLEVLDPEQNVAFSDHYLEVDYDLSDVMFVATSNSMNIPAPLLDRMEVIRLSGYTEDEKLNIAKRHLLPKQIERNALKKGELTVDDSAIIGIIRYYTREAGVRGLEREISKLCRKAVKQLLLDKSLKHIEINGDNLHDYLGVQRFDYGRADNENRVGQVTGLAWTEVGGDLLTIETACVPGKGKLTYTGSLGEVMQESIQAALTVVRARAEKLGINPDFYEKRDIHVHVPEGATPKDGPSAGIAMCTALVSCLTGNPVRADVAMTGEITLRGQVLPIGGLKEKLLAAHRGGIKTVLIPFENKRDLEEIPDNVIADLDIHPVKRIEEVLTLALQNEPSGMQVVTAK
MsrA inhibitor = inhibitors of bovine MsrA. actives 0.75% (n = 360,000). inhibition, % at 15.5 µM. purified bovine MsrA, absorbance read-out; in the data active = inhibition above about 4.5%;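 also: 0% = vehicle wells with enzyme and 100% = reference inhibitor wells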
Rin1 Abl inh = blocks binding of human Rin1 to Abl; P00519+Q13671; TR-FRET Rin1/Abl binding, biochemical; inhibition, % at 7.35 µM; actives 0.4% (n = 360,000); AID 588664; in the data active = inhibition above about 5%, passing the limit was not always enough
Neddyl block = blocks human cullin neddylation; P61081+Q13564; TR-FRET cullin neddylation, biochemical; calls only at 25 µM; actives 0.58% (n = 360,000); in the data active = inhibition above about 36%
CendR NRP1 mod = alters CendR peptide binding to human NRP-1. actives 0.85% (n = 360,000). inhibition, % at 25 µM. FAM-RPARPAR peptide binding to NRP-1, fluorescence polarization. AID 602438. O14786;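 active = inhibition or corrected inhibition above about 18%, plus a signal ratio from 0.5 to 1.5, limit read from the data, passing the limit was not always enough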; also: strong numbers were not always called active
SKN-1 inh = inhibitors of C. elegans SKN-1; C. elegans VP596 Pgst-4::GFP/RFP ratio, acrylamide-induced, 24 h; inhibition, % at 21.8 µM; actives 0.49% (n = 360,000); AID 624304;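 active = interference check ratio from 0.5 to 1.5 plus GFP to RFP signal ratio inhibition reaching or exceeding a fixed threshold, cut at about 30% in these data, passing the limit was not always enough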; also: some compounds called inactive have numbers as strong as hits
MsrA act = activates bovine MsrA enzyme. purified bovine MsrA, absorbance read-out. activation, % at 10.6 µM. actives 0.3% (n = 360,000); in the data active = activation above about 7.5%;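 also: 0% = vehicle and 100% = reference activator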
MT1-MMP act inh = inhibitors of human MT1-MMP activation. GFP/RFP ratio change, % at 20 µM. P50281. HT1080 RFP-PRO-GFP cells, GFP/RFP ratio fluorescence, overnight; percent of plate control window, DMSO zero. actives 0.061% (n = 360,000). AID 651647;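 active = GFP/RFP ratio change of at least 30% with cell ATP level not reduced by more than half and red fluorescence within 50% of control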; also: strong numbers were not always called active
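Assay system: HT1080 RFP-PRO-GFP cells | Dosing: 20 µM single dose, 1% DMSO | Incubation: Cells overnight before dosing, compound overnight, 37 °C, 5% CO2 | Evaluation: GFP/RFP fluorescence ratio | Control set: DMSO-only wells and HT1080 RFP-L50D-GFP cell wells as references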
FAS-TE inh = inhibitors of human fatty acid synthase thioesterase domain; recombinant FAS-TE, OMFH fluorogenic substrate, fluorescence endpoint; actives 0.67% (n = 360,000); AID 602261; inhibition, % at 15 µM; P49327;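 active = compounds whose normalised, plate-corrected inhibition of enzyme fluorescence in the single-dose primary screen is 50% or more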;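 also: 0% = DMSO with enzyme and 100% = substrate without enzyme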
* hit, by the source's call; i = inactive; / = not tested or not shown.

Every second line gives: eLon inh, MsrA inhibitor, Rin1 Abl inh, Neddyl block, CendR NRP1 mod, SKN-1 inh, MsrA act, MT1-MMP act inh, FAS-TE inh
CCC(C(=O)OC)n1cnc2c(oc3ccccc32)c1=O (stereo not drawn)
 : -5.2, -0.8, 2.4, i, 10.1, -9.5, -6.1, -3.3, -3.0
CO[C@@H]1[C@@H](OC(N)=O)[C@@H](O)C(Oc2ccc3c(O)c(NC(=O)c4ccc(O)c(CC=C(C)C)c4)c(=O)oc3c2C)OC1(C)C (stereo partly drawn)
 : 3.7, 0.1, -1.3, i, -6.2, -1.7, -6.7, -2.9, 1.1
COc1ccc(-c2c(C#N)c(N)nc3sc(C(=O)c4ccccc4)c(N)c23)cc1
 : -8.3, -0.5, -1.9, i, -21.5, 14.4, -2.0, -36.6, 1.1
O=C(CSc1nnc(-c2ccccn2)n1-c1ccccc1)Nc1ccc2c(c1)OCO2
 : 3.9, 0.4, 2.3, i, -11.3, 12.7, 0.7, 3.5, -1.2
CC(=O)NC(c1ccccc1)c1nc(-c2cncnc2)cs1 (stereo not drawn)
 : -10.4, -0.3, -1.1, i, -4.2, 5.8, -2.1, 3.9, -8.3
CC(=O)c1c(C)[nH]c(C(=O)N2CCN(c3cc(Cl)ccc3C)CC2)c1C
 : -1.9, 0.2, 4.4, i, 11.8, -4.2, -6.7, -20.5, 14.9
Cc1ccc(S(=O)(=O)N(C)C)cc1NC(=O)c1ccccc1SCC(=O)N1CCCC1
 : 5.3, -1.3, 2.7, i, 5.9, -0.3, -2.2, -3.3, -9.9
COC(=O)C(CCSC)NC(=O)Cn1ncc2c(=O)oc3ccc(C)cc3c21 (stereo not drawn)
 : -0.9, 0.1, 1.2, i, 0.2, 32.7, 0.0, 1.1, 5.4
COc1cc(CNCCCN2CCOCC2)ccc1OCC(=O)NC(C)(C)C
 : -5.2, -0.9, 2.8, i, 10.2, -8.7, -10.5, 13.4, -5.2
CC(=O)N1CCC(=NNc2ccnc3cc(Cl)ccc23)CC1
 : -0.6, -0.1, -0.1, i, -7.2, 12.8, -2.9, 0.4, -2.9
Cc1ccc2nsnc2c1S(=O)(=O)NC1CC1
 : 1.1, -0.4, -4.0, i, 1.0, 6.4, -2.4, 1.7, -8.7
CCNc1nc(NCC)n2c(SCC(=O)Nc3ccc(OC)c(OC)c3)nnc2n1
 : -2.7, 0.9, -1.4, i, 1.6, -4.2, 0.1, -1.9, -6.4
COCc1nnc(NC(=O)c2ccc(NC(=O)C(C)C)cc2)s1
 : -3.7, 0.2, -0.7, i, -1.3, -10.8, -1.6, 0.4, -9.1
Cc1cc(C(=O)O)c(S(C)(=O)=O)s1
 : -2.9, -0.5, 1.9, i, 6.4, -16.3, -3.1, -0.4, -9.0
COc1ccc2nc(NC(=O)CCc3nc(-c4ccccc4F)no3)sc2c1
 : 5.3, 0.6, -2.6, i, -0.3, -13.9, -4.8, 2.5, -1.2
CC(C)c1cc(C(=O)N/N=C/c2c[nH]c3ccccc23)n[nH]1
 : 24.8*, 3.7, -2.5, i, 0.0, -11.7, -7.3, 6.4, -6.1
Brc1cccc(OCCSc2ncccn2)c1
 : -1.0, -0.9, 0.8, i, -2.1, 50.0*, -0.4, -2.8, 11.9
Cc1ccc2cc(C(c3nnnn3C3CCCC3)N3CCN(c4ccc(F)cc4)CC3)c(=O)[nH]c2c1 (stereo not drawn)
 : 9.0, 2.1, -2.6, i, -2.6, 5.2, -3.3, -1.0, 12.7
COc1ccc(CN2C(=O)C(CC(=O)NC(c3ccccc3)c3ccccc3)CC(C(=O)N(C)C)=C2C)cc1 (stereo not drawn)
 : -1.5, -1.3, -3.4, i, -6.5, -18.3, -0.5, -5.2, 4.8
CC(=O)NC(C)c1ccc(C(=O)CSc2nnc(C3CC3)n2C2CC2)cc1 (stereo not drawn)
 : 3.6, 0.2, 1.7, i, -11.4, -14.9, -6.6, 3.5, -7.3
O=C(CS(=O)(=O)c1ccccc1)Nc1nnc(C(F)(F)F)s1
 : 2.1, -1.4, -4.4, i, 2.6, 19.6, 1.3, -2.7, -5.3
COc1ccc2[nH]c(=O)c(C(c3nnnn3C3CCCC3)N(C)C3CCCCC3)cc2c1 (stereo not drawn)
 : -7.8, 0.2, -2.6, i, -7.7, 4.1, -4.3, -9.6, 5.7
CS(=O)(=O)N(CC(=O)N1CCC(C(N)=O)CC1)c1ccc(Oc2ccccc2)cc1
 : 3.2, -0.6, 3.3, i, 17.8, -7.8, 5.4, -1.2, -0.8
O=C(c1ccccc1F)N1CCN(c2ccc([N+](=O)[O-])c(NCC3CCCO3)c2)CC1 (stereo not drawn)
 : 4.5, 0.8, -5.8, i, -2.6, 3.0, -1.9, 0.9, 25.3
OCCC#Cc1ccc(CN2CCN(CCc3ccccc3)C(CCO)C2)cc1 (stereo not drawn)
 : 17.4, 1.1, 0.0, i, 1.2, -10.4, -0.9, -1.5, -3.2
Cn1c(SCc2ccc(Br)cc2)nnc1-c1cccs1
 : -8.9, 0.2, -5.0, i, 0.3, 2.1, -5.4, -3.2, 1.0
N#Cc1nc(-c2ccco2)oc1NCc1ccco1
 : -5.5, 0.2, -1.7, /, 3.2, 11.2, -3.5, 8.0, -6.2
CN(C(=O)C1CCC1C(=O)O)c1nc(-c2ccc(Cl)s2)cs1 (stereo not drawn)
 : 0.8, -0.6, 0.1, i, 5.2, -1.9, -2.7, 2.0, -5.7
COC(=O)Cc1ccc2oc(-c3cccnc3)nc2c1
 : -4.9, -0.1, 4.9, i, 3.0, -8.1, -4.6, 3.7, -4.2
CCCNC(=O)c1cc(-c2ccc3c(c2)OCO3)on1
 : 4.9, 2.1, 0.5, i, 8.0, 26.5, -1.2, 2.4, 1.6
Cc1nnc(SCc2nc3ccccc3[nH]2)s1
 : 6.8, 0.6, 18.0*, i, 10.0, 5.8, 0.7, -0.6, -5.7
CCOC(=O)c1cc(CC)sc1NC(=O)c1ccc(N2CCOCC2)c([N+](=O)[O-])c1
 : 0.7, /, 4.3, i, -4.0, -7.7, -2.5, 3.9, -7.4
COc1cc(C=NCc2ccccc2)ccc1O
 : 5.8, 2.8, -7.7, i, 0.2, 5.3, -2.9, 0.1, -4.2
CCOc1ccc(NS(=O)(=O)c2ccc(C(=O)N3CCN(C(C)=O)CC3)cc2)cc1
 : 1.6, -1.6, -1.2, i, -3.7, -3.4, -3.2, -0.8, -0.7
CC(C)n1c(/N=C/c2ccccc2O)nc2ccccc21
 : -3.7, -0.9, -1.7, i, 10.5, -10.4, -6.6, -1.3, -2.5
COc1ccc(C(=O)c2ccccc2)cc1CN1CCOCC1
 : -0.3, 1.2, 1.1, i, -7.4, 11.0, -3.5, 0.2, -5.8
O=C1NCC(O)=C1C=NCCCO
 : -0.6, 0.0, 1.1, i, 2.4, -3.9, 0.4, 4.6, -8.8
c1csc(CNCCN2CCOCC2)c1
 : -0.6, 0.9, 4.2, i, -9.6, -16.9, -7.5, 4.4, -6.4
COc1cc(C(=O)NCC(=O)N/N=C/c2c(C)[nH]c3ccccc23)cc(OC)c1OC
 : 0.3, 1.0, -2.5, i, -8.5, -2.4, -3.6, 2.3, -2.6
O=C(NCc1cccs1)C1CCN(S(=O)(=O)c2cccc3nsnc23)CC1
 : -4.5, 0.6, -2.6, i, -9.8, -8.3, -4.0, 9.7, -5.0
CC(C)N(Cc1ccccc1)C(=O)COC(=O)c1cnccn1
 : 5.0, 0.6, 1.3, i, 1.7, 3.2, -3.5, -2.1, -4.3
COC(=O)CNc1cc(S(=O)(=O)N2CCCCC2)ccc1Oc1ccc(C(=O)OC)cc1
 : -9.3, 1.0, 1.9, i, 13.8, 15.5, -1.8, 0.7, 20.6
COc1ccccc1C(CC(=O)c1ccccc1)CC(=O)c1ccccc1
 : -6.8, 2.6, 1.9, i, 6.5, 4.2, -0.3, -3.4, 19.5
O=c1[nH]c(Cc2ccccn2)nc2scc(-c3ccccc3Cl)c12
 : -4.8, 1.8, -0.9, i, -31.8, 16.7, 0.0, -25.9, -9.8
COc1ccccc1NC(=O)N1CCCC(C(=O)Nc2cccc(C)c2C)C1 (stereo not drawn)
 : -8.4, -0.8, 2.6, i, -4.8, 12.7, -4.3, 3.6, -4.5
Cc1cc(C)cc(NS(=O)(=O)c2ccc(NC(=O)C3CCCCC3C(=O)O)cc2)c1 (stereo not drawn)
 : -0.9, -0.5, -1.1, i, 16.0, 0.8, -2.1, 6.5, -4.9
On1c(-c2ccc(Cl)cc2)nc2ccccc21
 : -2.7, -0.8, -1.6, i, 15.4, 7.9, -3.6, 1.5, -35.5
O=C(CSc1nc2ccccc2c(=O)[nH]1)Nc1ccc(S(=O)(=O)N2CCCC2)cc1
 : 2.0, -1.4, 8.9*, i, -4.6, -19.1, -8.3, -2.3, -2.2
C(=C\c1ccccc1)/CN1CCN(C(CCc2ccccc2)c2nnnn2C2CCCCC2)CC1 (stereo not drawn)
 : 0.9, 0.2, -3.2, i, 14.6, 8.0, -1.0, -3.5, 26.0
O=C(NC(=S)NCC1CCCO1)c1ccccc1 (stereo not drawn)
 : 0.2, -0.3, -2.0, i, 10.0, 3.7, -2.1, -10.1, -9.1

Rin1 Abl inh, what is marked active above.
compound,eLon inh,MsrA inhibitor,Rin1 Abl inh,Neddyl block,CendR NRP1 mod,SKN-1 inh,MsrA act,MT1-MMP act inh
Cc1nnc(SCc2nc3ccccc3[nH]2)s1,6.8,0.6,18.0*,i,10.0,5.8,0.7,-0.6
O=C(CSc1nc2ccccc2c(=O)[nH]1)Nc1ccc(S(=O)(=O)N2CCCC2)cc1,2.0,-1.4,8.9*,i,-4.6,-19.1,-8.3,-2.3

Remaining list, next part:
Every second line gives: eLon inh, MsrA inhibitor, Rin1 Abl inh, Neddyl block, CendR NRP1 mod, SKN-1 inh, MsrA act, MT1-MMP act inh, FAS-TE inh
Cc1ccc(C(=O)N/C(=C/c2ccc(-c3ccc([N+](=O)[O-])cc3)o2)C(=O)NCCCN(C)C)cc1
 : -40.5, 1.9, -8.3, i, -36.7, -1.9, -0.2, -63.0, 56.7*
O=C(CN1CCCCC1)N/N=C/c1cc2ccccc2nc1Cl
 : -3.3, 2.1, 0.5, i, 3.3, 3.2, -2.9, 0.6, -5.8
O=S(=O)(NCc1ccco1)c1cccc(S(=O)(=O)N2CCCCC2)c1
 : -1.4, -1.5, 0.0, i, 2.7, -1.9, -2.5, 6.1, 0.5
Oc1c(C(c2ccc(Cl)cc2)N2CCCC2)cc(Cl)c2cccnc12 (stereo not drawn)
 : 11.2, 0.2, 0.8, i, 14.8, -10.2, 0.1, -6.5, 1.9
O=[N+]([O-])c1cccc(-c2cc(C(F)(F)F)n3nc(-c4ccccc4)cc3n2)c1
 : 2.5, -0.4, 1.5, i, 8.5, -6.1, -3.2, 1.9, 8.6
Cc1cc(-c2ccccc2)nn1-c1nc2c(c(=O)[nH]c(=O)n2C)n1C
 : 1.1, -0.8, -3.0, i, 6.9, 0.5, -3.6, 2.7, -9.2
CCCC1=[N+](CC(=O)c2ccc(C)cc2)CCn2cccc21
 : -98.8, 1.9, -2.3, i, -5.6, 13.6, -4.9, -10.8, -15.7
